High-throughput results (PubChem BioAssay)
EPAC2 antagonist: EPAC2 (human) antagonism | Q8WZA2 | EPAC2 GEF exchange of Rap1B-BODIPY-GDP, fluorescence | Potency, µM (top dose mostly 114 µM), for inactives: top-dose activity, negative = inhibition, usual class: inhibitors | hit rate 0.18% among 360,000 | AID 720708; active = well fitted inhibition curve with a large enough effect; inconclusive = small, poorly fitted or top-dose-only effect; inactive = no such curve, though single readings can be large or run the other way; also: nearly all actives have a fitted effect of over 45% in size; many of its hits are not listed in these tables
* hit, by the source's call; ? = inconclusive; [ ] = remark or other dose. % is scaled to controls: 0 for no effect and ±100 for the full control effect; potency is read from the fitted curve at half-maximal effect.

SMILES	EPAC2 antagonist
COc1ccc(CCC(=O)N2c3ccccc3N=C(c3ccc(C(F)(F)F)cc3)C2C(=O)NC(C)C)cc1 (stereo not given)	5%
Nc1sc(-c2ccccc2)cc1C(=O)NCCc1c[nH]c2ccccc12	-29%
CC(C)(C)N1C(=O)c2ccccc2NC(=O)C1C(=O)Nc1ccc(N2CCOCC2)cc1 (stereo not given)	4%
O=C1Nc2ccccc2-c2nnnn2C1N1CCC(Cc2ccccc2)CC1 (stereo not given)	-11%
Cc1cccc(C)c1NC(=O)C(C1CC1)n1c(-c2ccc(=O)[nH]c2)nc2ccccc21 (stereo not given)	23%
O=C(NC1CCCC1)N[C@@H]1CC[C@@H](CC(=O)N2CCOCC2)O[C@@H]1CO	9%
N#Cc1cccc(C(=O)C(=O)N2CCCN(Cc3ccc(F)cc3)CC2)c1	5%
Cc1cc2c(cc1C)-n1nnnc1C(N1CCN(c3ncccc3C#N)CC1)C(=O)N2 (stereo not given)	10%
CSCc1cc(C(=O)NC2CC2)c(N)s1	3%
CCC(=O)N[C@@H]1C=C[C@@H](CC(=O)NCc2ccccc2F)O[C@@H]1CO	12%
CCOC(=O)CC1(CCc2ccccc2)Oc2ccccc2O1	-27%
COC(=O)C1=CN(c2ccc(C(C)(C)C)cc2)C(N)=C(C#N)C1c1ccc(OC)cc1 (stereo not given)	-14%
CC(C)NC(=O)N[C@H]1CC[C@H](CC(=O)NCc2ccc(Oc3ccccc3)cc2)O[C@@H]1CO	-7%
Cc1ccc(S(=O)(=O)Nc2ccccc2O)cc1	-13%
Cc1ccc(S(=O)(=O)N2[C@@H](Cc3ccccc3)CO[C@H]2CC(=O)c2cccc3ccccc23)cc1	13%
CCOC(=O)C(Cc1ccccc1)C1(C)Oc2ccccc2O1 (stereo not given)	-15%
COC(=O)C1=CN(c2cccc(OCc3ccccc3)c2)C(N)=C(C#N)C1c1cccc(F)c1 (stereo not given)	8%
CC(C)c1cc(Cn2c3ccccc3c(=O)n2C(C)Cn2cc(COc3ccccc3)nn2)on1 (stereo not given)	2%
CCCCNC(=O)c1nc(C2CCNCC2)oc1-c1cccc(C(F)(F)F)c1	5%
O=C(C(O)c1ccccc1)N1CCN(S(=O)(=O)c2ccc(C(F)(F)F)cc2)CC1 (stereo not given)	1%
Cc1ccc(S(=O)(=O)N2[C@H](CC(=O)c3cccc4ccccc34)OC[C@@H]2C)cc1	6%
Cc1cccc(C)c1NC(=O)C(C1CC1)n1c(=O)c(-c2cc3ccccc3[nH]2)nc2ccccc21 (stereo not given)	-6%
Cc1cccc(C)c1NC(=O)C1(C)CN(S(C)(=O)=O)CC(=O)N1CCc1c[nH]c2ccccc12 (stereo not given)	-4%
COC(=O)C[C@H]1CC[C@@H](NC(=O)Nc2cccc(OC)c2)[C@@H](CO)O1	3%
Cc1cc(C)c(NC(=O)C2C(=O)Nc3ccccc3C(=O)N2C(C)(C)C)c(C)c1 (stereo not given)	1%
CCCCCCCCN1C(=O)[C@H](CC(=O)N2CCN(C(=O)C3CC3)CC2)C[C@@]2(C(=O)OC)CC(C)(C)CC=C12	?
CO[C@H]1CN(C)C(=O)c2cc(NC(=O)C3CCOCC3)ccc2OC[C@H](C)N(Cc2nccs2)C[C@H]1C	1%
O=C(/C=C1\OCc2ccccc21)OCc1ccccc1	-13%
COC(=O)C[C@@H]1CC[C@H](NC(=O)Cc2ccccn2)[C@@H](CO)O1	11%
COC(=O)/C=C1\OCc2cccc(C)c21	5%
COC(=O)[C@@]12C[C@@H](CC(=O)N3CCCCC3)C(=O)N(Cc3cccc4ccccc34)C1=CCC(C)(C)C2	-5%
COc1ccc(C2=Nc3ccccc3N(C(=O)c3ccc4ncccc4c3)C2C(=O)NC2CCCC2)cc1 (stereo not given)	-9%
O=C1Nc2ccccc2-n2nnnc2C1N1CCN(c2cccc(C(F)(F)F)n2)CC1 (stereo not given)	-22%
CCOC(=O)N1CCN(C(=O)C[C@@H]2C[C@@]3(C(=O)OC)CCCCC=C3N(CCc3ccc(OC)c(OC)c3)C2=O)CC1	12%
COC(=O)[C@@]12C[C@@H](CC(=O)N3CCN(C(=O)c4ccco4)CC3)C(=O)N(Cc3ccccc3)C1=CCC(C)(C)C2	-6%
Cc1cccc(C)c1NC(=O)C(c1ccccc1)N1CCC(c2ccccc2)CC1 (stereo not given)	2%
Cc1ccc(S(=O)(=O)C[C@@H]2OC[C@H](CO)N2S(=O)(=O)c2ccc(C)cc2)cc1	2%
O=C(Nc1ccc2c(c1)OCCO2)C1C(=O)Nc2ccccc2C(=O)N1C1CCCCC1 (stereo not given)	3%
CC(C)(C)C(c1nc2ccccc2[nH]1)n1c(-c2ccsc2)nc2ccccc21 (stereo not given)	?
CCCCNC(=O)c1nc(C2CCN(S(=O)(=O)c3ccc(S(C)(=O)=O)cc3)CC2)oc1-c1ccccc1	0%
COC(=O)[C@]12CCCCC=C1N(Cc1ccc3c(c1)OCO3)C(=O)[C@H](CC(=O)NCC13CC4CC(CC(C4)C1)C3)C2	4%
CCCCNC(=O)c1nc(-c2cccc(C(F)(F)F)c2)oc1-c1ccc(OC(F)(F)F)cc1	0%
CC1=C(C(=O)N2CCCCCC2)CC(CC(=O)NCCN2CCOCC2)C(=O)N1CCCN1CCCC1=O (stereo not given)	4%[57.1 µM]
O=C(C[C@@H]1C=C[C@@H](NC(=O)C2CC2)[C@@H](CO)O1)NCc1ccccc1Cl	1%
O=C(Nc1ccc2c(c1)OCCO2)C(c1ccncc1)n1c(=O)c(-c2ccco2)nc2ccccc21 (stereo not given)	5%
COc1ccccc1CNC(=O)C[C@@H]1CC[C@H]2[C@@H](COC[C@H](O)CN2Cc2ccccc2)O1	10%
CC(C)CCN1C(=O)CSCC1(C)C(=O)NCc1ccccc1 (stereo not given)	4%
COc1ccc(NC(=O)C(c2ccnc3ccccc23)n2c(=O)c(-c3ccccc3)nc3ccccc32)cc1 (stereo not given)	1%
CC(C)(C)N1C(=O)c2ccccc2NC(=O)C1C(=O)NCCc1ccccc1 (stereo not given)	?
COc1ccc(C2=Nc3ccccc3N(C(=O)c3ccc(C(F)(F)F)cc3)C2C(=O)Nc2ccc3c(c2)OCCO3)cc1 (stereo not given)	5%
CCCCOCCCNC(=O)C[C@@H]1C[C@@]2(C(=O)OC)CCCCC=C2N(CCc2ccc(OC)c(OC)c2)C1=O	-8%
O=C(NCc1ccccc1)C(C1CC1)n1c(=O)c(-c2cc3ccccc3[nH]2)nc2ccccc21 (stereo not given)	-3%
COC(=O)[C@@]12C[C@@H](CC(=O)NCc3cccc(C(F)(F)F)c3)C(=O)N(CCc3ccc(OC)c(OC)c3)C1=CCC(C)(C)C2	-26%
Cc1ccc2ccc(C(Nc3ccccc3)c3ccc(C(C)C)cc3)c(O)c2n1 (stereo not given)	-5%
Cc1ccc(S(=O)(=O)Nc2ccc(Cl)cc2O)cc1	-14%
COc1ccc(CN2C(=O)CCC2(C)c2nnnn2C2CCCCC2)cc1 (stereo not given)	9%
COc1ccc(CN2C(=O)CN(S(C)(=O)=O)CC2(C)C(=O)NCc2ccccc2)cc1OC (stereo not given)	2%
Cc1ccc(S(=O)(=O)N[C@H]2CCC[C@@H]2O)cc1	5%
O=C(C[C@H]1C=C[C@H](NC(=O)c2ccccn2)[C@@H](CO)O1)NCc1cc(F)cc(F)c1	6%
COC(=O)C[C@H]1C=C[C@@H](NS(=O)(=O)c2ccc(C)cc2)[C@@H](CO)O1	2%

(list continues)
SMILES	EPAC2 antagonist
CC(C(=O)NCc1ccccc1)n1c(CSCCOc2ccccc2)nc2ccccc21 (stereo not given)	6%
Cn1cc([C@]2(O)C(=O)Nc3ccc(F)cc32)c2ccccc21	?
COC(=O)[C@@]12C[C@@H](CC(=O)NCCc3ccccc3OC)C(=O)N(Cc3ccc4c(c3)OCO4)C1=CCC(C)(C)C2	-25%
O=C1NC[C@H](CC2CCCCC2)N(CCc2cc(C(F)(F)F)cc(C(F)(F)F)c2)C1=O	?
C#CCNC(=O)C[C@@H]1C[C@@]2(C(=O)OC)CC(C)(C)CC=C2N(CCc2ccc(OC)c(OC)c2)C1=O	-12%
COC(=O)C[C@@H]1C=C[C@@H](NC(=O)c2ccccc2F)[C@@H](CO)O1	0%
CCC(=O)Nc1ccc2c(c1)OC[C@@H](C)N(Cc1ccccc1F)C[C@@H](C)[C@@H](OC)CN(C)C2=O	-3%
Cc1noc(C)c1NC(=O)N1C[C@H](O)COC[C@H]2O[C@@H](CC(=O)NCC3CCCCC3)CC[C@@H]21	2%
COC(=O)[C@@]12C[C@@H](CC(=O)NCc3cccs3)C(=O)N(Cc3ccco3)C1=CCC(C)(C)C2	-8%
CCCCCNC(=O)C(c1cccc2ccccc12)n1c(=O)c(-c2cc3ccccc3[nH]2)nc2ccccc21 (stereo not given)	-1%
O=c1ccc(-c2nc3ccccc3n2C(CCc2ccccc2)c2nc3ccccc3[nH]2)c[nH]1 (stereo not given)	-1%
O=C(NCc1ccccc1)C(c1cccc2ccccc12)n1c(=O)c(-c2ccccc2)nc2ccccc21 (stereo not given)	-15%
Cc1cccc(C)c1NC(=O)C1(C)CSCC(=O)N1CCC(C)C (stereo not given)	8%
COc1ccc(NC(=O)C(c2cc3ccccc3o2)n2c(=O)c(-c3cc4ccccc4[nH]3)nc3ccccc32)cc1 (stereo not given)	14%
CCCC(=O)Nc1ccc2c(c1)C(=O)N(C)C[C@@H](OC)[C@H](C)CN(Cc1ccc(-c3ccccn3)cc1)[C@@H](C)CO2	1%
Cc1ccc(S(=O)(=O)N2[C@@H](CO)CO[C@H]2CC(=O)c2ccc(F)cc2)cc1	?
O=S(=O)(N[C@@H]1CC[C@H](CCNS(=O)(=O)c2ccccc2Cl)O[C@@H]1CO)c1ccccc1	8%
CCCCNC(=O)c1nc(C2CCN(S(=O)(=O)c3c(OC)cccc3OC)CC2)oc1-c1ccccc1	6%
O=C(Nc1ccc(F)cc1)C(c1cc2ccccc2o1)N1CCN(CC(=O)N2CCCC2)CC1 (stereo not given)	10%
Cc1nc2ccc(C(=O)N3c4ccccc4N=C(c4ccc5c(c4)OCO5)C3C(=O)NCc3ccccc3)cc2[nH]1 (stereo not given)	1%
COC(=O)[C@@]12C[C@@H](CC(=O)N3CCN(C(=O)C4CC4)CC3)C(=O)N(Cc3ccccc3)C1=CCC(C)(C)C2	-3%
COc1cccc(C(C(=O)NCc2ccccc2)N2CCN(c3cccc(C)c3C)CC2)c1OC (stereo not given)	-13%
COC(=O)/C=C1\OCc2ccccc21	10%
Cn1cc([C@]2(O)C(=O)N(c3ccccc3)c3ccccc32)c2ccccc21	-29%
COCCCN1C(=O)C(CC(=O)NC2CCCCC2)CC(C(=O)N2CCCCCC2)=C1C (stereo not given)	4%[57.1 µM]
O=C(Cc1cc(C(F)(F)F)cc(C(F)(F)F)c1)Nc1c(-c2ccccc2)[nH][nH]c1=O	-14%
CC1=C2CCCC[C@@]23C2C(=O)N(C)C(=O)[C@@H]2ON3OC1 (stereo not given in full)	-6%
Cc1ccc(OCc2nc3ccccc3n2C(C(=O)Nc2c(C)cccc2C)C2CC2)cc1 (stereo not given)	0%
CO[C@@H]1CN(C)C(=O)c2cc(NC(=O)Nc3ccc(Cl)cc3)ccc2OC[C@H](C)NC[C@H]1C	28%
COC(=O)[C@@]12C[C@@H](CC(=O)N3CCSCC3)C(=O)N(Cc3cccc4ccccc34)C1=CCC(C)(C)C2	2%
CCCCNC(=O)C[C@@H]1C[C@@]2(C(=O)OCC)CCCC=C2N(CCC2=CCCCC2)C1=O	-14%
CC(=O)C[C@H]1SC[C@@H](C(C)C)N1S(=O)(=O)c1ccc(C)cc1	40µM*
CC(C)(C)NC(=O)C(c1ccc(-c2ccccc2)cc1)n1c(=O)c(-c2ccco2)nc2ccccc21 (stereo not given)	3%

These rows are one share of the data. The share of hits here may be higher or lower than overall.
